PI4K2A block – inhibitors of human PI4K2A; Q9BTU6; purified PI4K2A, ADP-Glo luminescence, 1 h; hits give low values; activity change, negative = inhibition, % at 76.9 µM; 420,000 compounds, 0.13% hits; AID 1346378; in the data active means activity change below about -50%; inconclusive means mostly about -30% to -49%;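 further: -100% = wells without enzyme as full effect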
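Compounds are screened against recombinant PI4K2A using PI as substrate and ATP, the latter dispensed at 300 microM. Reactions run one hour at ambient temperature before ADP-Glo detection; full inhibition defined by wells lacking enzyme.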
PGK inhibitor – inhibitors of T. brucei phosphoglycerate kinase; P07378; PGK/GAPDH coupled, Kinase-Glo luminescence, 60 min; Potency, µM (doses to about 57.5 µM), for inactives: at the highest dose activity change, negative = inhibition, most hits filed as inhibitors; 380,000 compounds, 0.043% hits; AID 602233; further: potency means the concentration at half of the fitted maximal effect; on the % scale 0 is the no-effect control and ±100 the full control effect; nearly all actives have a fitted effect of over 60% in size
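Luminescent ATP detection (Kinase-Glo Plus) follows a 60-minute room-temperature incubation, with wells lacking PGK as controls. Buffer: 100 mM TEA (pH 7.6), 5 mM MgCl2, 0.01% Tween-20. Coupling enzyme GAPDH (100 nM final) supplies unstable 1,3-BPG in-well.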
Pin1 inhibitor – inhibitors of human Pin1; Pin1 FP peptide displacement, HiFluor488, 10 min; Potency, µM (series often up to 115 µM), for the others: top-dose activity, negative = inhibition, most hits filed as inhibitors; 390,000 compounds, 0.009% hits; AID 504891; active means well fitted inhibition curve with a large enough effect in the polarisation, with a control signal flat, not every such curve was filed as active; inconclusive means small, poorly fitted or top-dose-only effect, or effect the other way, or a change in a side signal; inactive means no such curve, though single readings can be large or run the other way; the % refers to the polarisation; further: potency means the concentration at half of the fitted maximal effect; on the % scale 0 is the no-effect control and ±100 the full control effect
BAZ2B block – BAZ2B (human) inhibition; Potency, µM (doses to about 114 µM), for the others: at the highest dose activity change, negative = inhibition, usual class: inhibitors; AlphaScreen BAZ2B-H3K14Ac peptide displacement; 360,000 compounds, 4.4% hits; AID 504333; further: potency means the concentration at half of the fitted maximal effect; on the % scale 0 is the no-effect control and ±100 the full control effect; nearly all actives have a fitted effect of over 60% in size
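AlphaScreen luminescence quantifies BAZ2B engagement of H3K14Ac peptide; the protein and biotinylated peptide are both at 50 nM final, buffer PBS pH 7.4 with 0.01% Tween-20, all steps at room temperature.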
ERG Ets-DNA blk – inhibitors of human ERG Ets domain-DNA interaction; fluorescence polarization, His-ERG Ets domain / labelled DNA; Potency, µM (series often up to 76.9 µM), for the others: at the top dose FP activity, negative = inhibition, most hits filed as inhibitors; 370,000 compounds, 0.028% hits; AID 624246; active means well fitted inhibition curve with a large enough effect in the polarisation, with a control signal flat; inconclusive means small, poorly fitted or top-dose-only effect, or effect the other way, or a change in a side signal; inactive means no such curve, though single readings can be large or run the other way; the % refers to the polarisation;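 further: polarization taken with two DNA probes labelled with fluorescein and Texas red; potency means the concentration at half of the fitted maximal effect; % of control where 0% means no effect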
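His-tagged ERG Ets domain (1 uM in the protein solution; 300mM KCl, 50mM Tris-HCl, 1mM EDTA, 1mM DTT, pH 7.5) received compound, then a probe mix of 5 nM fluorescein-DNA and 100nM Texas-615-DNA. Fluorescence polarization was read for both dyes.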
G9a inh – G9a (human) methyltransferase inhibition | Q96KQ7 | G9a H3K9 monomethylation, AlphaScreen, 2 h | Potency, µM (top dose mostly 102 µM), without a hit: at the top dose activity, negative = inhibition, usual class: inhibitors | AID 504332 | 350,000 compounds, 8.8% hits; further: potency means the concentration at half of the fitted maximal effect; on the % scale 0 is the no-effect control and ±100 the full control effect; nearly all actives have a fitted effect of over 75% in size
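Readings reflect AlphaScreen signal from monomethyl-H3K9 antibody detection. HMT at 20 nM; substrate b-H3K9 500 nM; cofactor SAM 20 uM; 2 h RT reaction; compounds tested as titrations in qHTS with 15 min preincubation.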
GLS inhibitor – inhibitors of human glutaminase (GLS). 410,000 compounds, 0.21% hits. GLS enzymatic activity, qHTS titration. AID 624170. Potency, µM (series often up to 45.5 µM), without a hit: at the highest dose activity change, negative = inhibition, actives largely listed as inhibitors. O94925; further: potency means the concentration at half of the fitted maximal effect; on the % scale 0 is the no-effect control and ±100 the full control effect
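Glutamate formation by hKGA was monitored fluorometrically using coupled glutamate oxidase, HRP and Amplex Red. Substrate was added as 1 mM L-glutamine solution; incubation was 30 min at RT after an initial read.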
HP1b binding inh – blocks HP1-beta chromodomain binding to methylated histone tails. P83916. AlphaScreen HP1-beta / biotin-H3K9me3 peptide binding. Potency, µM (titrated, usually from 114 µM), inactives show at the top dose activity change, negative = inhibition, actives largely listed as inhibitors. 390,000 compounds, 0.56% hits. AID 540317; further: potency means the concentration at half of the fitted maximal effect; nearly all actives have a fitted effect of over 70% in size; inactives centre near 23
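AlphaScreen: HP1-beta (50 nM) preformed 30 min with biotin-H3(1-18)K9me3 peptide (50 nM) in PBS pH 7.4, 0.01% Tween-20. Compound added for 30 min at RT, then streptavidin donor/nickel chelate acceptor beads (10 ug/mL) for 30 min.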
JMJD2A Tudor inh – blocks the human JMJD2A Tudor domain; 390,000 compounds, 4.4% hits; O75164; Potency, µM (series often up to 114 µM), without a hit: at the top dose activity change, negative = inhibition, actives largely listed as inhibitors; AlphaScreen JMJD2A-Tudor / H3K4me3 peptide binding; AID 504339; further: potency means the concentration at half of the fitted maximal effect; on the % scale 0 is the no-effect control and ±100 the full control effect; nearly all actives have a fitted effect of over 50% in size
* hit, by the source's call; i = inactive; ? = inconclusive; / = no result given; & = joins results of further samples; [ ] = dose if it differs, or a comment. Unless noted, the call rests on the fitted dose curve; in most records, active means well fitted curve in the direction sought with a large enough effect; inconclusive means small, poorly fitted or top-dose-only effect, or another doubt; inactive means no such curve, though single readings can be large; an effect the other way counts as inactive or inconclusive.

SMILES	PI4K2A block	PGK inhibitor	Pin1 inhibitor	BAZ2B block	ERG Ets-DNA blk	G9a inh	GLS inhibitor	HP1b binding inh	JMJD2A Tudor inh
CC(NC(=O)CN1C(=O)NC2(CCCC2)C1=O)c1ccc(Cl)cc1Cl (stereo unspecified)	0	8%	-12%	/	3%	/	-1%	25%	-7%
Cc1ccc(C)c(NC(=O)CCN2CCOCC2)c1	4	i	2%	9%	-1%	?	-4%	30%	13%[57.1 µM]
Cc1ccc(C(=O)Nc2nnc(C)s2)cc1	-7	-12%	-6%	-17%	20%	7%[59 µM]	0%	-2%	-11%
Cc1ccc2nc(N3CCN(c4ccc(F)cc4)CC3)c3nnnn3c2c1	-6	i	?	-7%	-1%	2%[59 µM]	3%	58%[activator]	-2%
CC(C)(C)C(=O)O/N=C1/C(=O)N(c2ccccc2)c2ccccc21	48	-8%	-1%	-3%[57.1 µM]	-4%	22%	3%	10%	?
O=S(=O)(NCC(c1cccs1)S(=O)(=O)c1ccccc1)c1ccc(F)cc1 (stereo unspecified)	16	-8%	-1%	4%	-1%	-3%[59 µM]	-7%	43%	-5%
COc1ccc(CN2C(=O)CS(=O)CC2=O)cc1OC	4	-7%	-1%	-2%	-11%	?	0%	33%	-8%
CCOc1cc(N2C(=O)CC3CS(=O)(=O)CC32)c(OCC)cc1NC(=O)c1ccccc1 (stereo unspecified)	6	-1%	-5%	-2%	0%	-32%[2.33 µM]	22µM*	?	?
CCCCn1c(N)c(N(CCOC)C(=O)COC(=O)CCOc2ccccc2)c(=O)[nH]c1=O	-3	-7%	0%	1%	-7%	3%[59 µM]	5%	13%	-12%
CCOC(=O)CN(C(=O)Cn1nnc(-c2ccc(C)cc2)n1)C(CC)C(=O)NC1CCCC1 (stereo unspecified)	12	-4%	2%	-2%	0%	11%[59 µM]	-1%	38%	-9%
C[C@H](Nc1ccc(C(F)(F)F)cc1[N+](=O)[O-])C(=O)O	1	3%	-3%	-15%	4%	56µM*	-6%	1%[57 µM]	-18%
Cn1c(Cl)c(/C=N/OC(=O)c2ccccc2Cl)c2ccccc21	5	-3%	17%	59%[activator]	-8%	-10%[59 µM]	10%	34%	7%
COc1ccc(OC)c(NC(=O)C2CCCN(S(=O)(=O)c3cccc4cccnc34)C2)c1 (stereo unspecified)	-5	5%	1%	-22%	-1%	-49%	-8%	38%	-20%
COc1ccc(Cn2c(SCC(=O)N3CCN(c4ccc(F)cc4)CC3)nc3ccccc32)cc1	-1	-9%	?	-2%	0%	-26%[59 µM]	-1%	12%	-13%
COc1ccc(C)cc1NC(=O)Nc1cccc(C)c1	1	-8%	-10%	-21%	-3%	?	0%	25%	-17%
COCCCNc1cc(C)nc2ccccc12	17	-5%	-10%	8%	7%	13%	2%	22%	-13%
CCOC(=O)c1c(C)[nH]c(CCC(=O)Nc2cc(C)cc(C)c2)c1C	-6	2%	-1%	-1%	3%	1%[59 µM]	-8%	6%[57 µM]	-17%
Cc1cc(Cl)c(S(=O)(=O)Nc2ccc3c(c2)OCCO3)cc1OCC(N)=O	-4	0%	-7%	7%	1%	-42%	25%	40%[activator]	2%
COc1ccc(-n2c(SCC(N)=O)nc3c(oc4ccccc43)c2=O)cc1	-2	5%	0%	3%	-4%	-2%[59 µM]	-2%	35%	-1%
CC1CCCN(S(=O)(=O)c2ccc(NC(=O)Cc3ccc(S(=O)(=O)N4CCOCC4)s3)cc2)C1 (stereo unspecified)	-7	1%	?	7%	6%	4µM*	3%	-5%	-21%
COc1ccc(/C=C2\SC(=S)N(NS(=O)(=O)c3ccc(C)cc3)C2=O)c(OC)c1	-6	-2%	1%	?	-6%	-46%	3%	-19%[57 µM]	56µM*
Cc1ccc(-c2csc3ncnc(Nc4ccc(C(=O)O)cc4)c23)cc1	-1&3	-17%&-8%	-3%&4%	-32%&-10%	-4%&4%	-60%[59 µM]	?	34%&7%	-22%&-13%
CCc1cc(-c2n[nH]c(=S)n2C(C)c2ccccc2)cs1 (stereo unspecified)	-1	-3%	-5%	6%	-3%	10µM*	?	20%	-35%
S=c1[nH]c2ccccc2o1	-5	-2%	17%	-22%	22%	-123%[59 µM]	8%	23%	-8%

In the list so far, three have a Cl atom.
SMILES	PI4K2A block	PGK inhibitor	Pin1 inhibitor	BAZ2B block	ERG Ets-DNA blk	G9a inh	GLS inhibitor	HP1b binding inh	JMJD2A Tudor inh
CC(NC(=O)CN1C(=O)NC2(CCCC2)C1=O)c1ccc(Cl)cc1Cl (stereo unspecified)	0	8%	-12%	/	3%	/	-1%	25%	-7%
Cn1c(Cl)c(/C=N/OC(=O)c2ccccc2Cl)c2ccccc21	5	-3%	17%	59%[activator]	-8%	-10%[59 µM]	10%	34%	7%
Cc1cc(Cl)c(S(=O)(=O)Nc2ccc3c(c2)OCCO3)cc1OCC(N)=O	-4	0%	-7%	7%	1%	-42%	25%	40%[activator]	2%

Further compounds.
SMILES	PI4K2A block	PGK inhibitor	Pin1 inhibitor	BAZ2B block	ERG Ets-DNA blk	G9a inh	GLS inhibitor	HP1b binding inh	JMJD2A Tudor inh
CCOC(=O)c1c(CN2CCCCC2)n(C)c2cc(Br)c(O)c(CN(C)C)c12	0	-1%	-4%	-4%	-4%	35µM*	2%	1%	-36%
CCOC(=O)C1CCN(C(=O)NC23CC4CC(CC(C4)C2)C3)CC1	2	/	-2%	10%	/	1%[59 µM]	-3%	27%	1%
CCOc1ccc(NC(=O)CN(Cc2ccccc2)S(=O)(=O)c2ccc3nc(C)sc3c2)cc1	0	i	-2%	7%	-1%	49%[activator][59 µM]	2%	11%	-18%
Cc1ccc2[nH]c(=O)c(C(c3nnnn3CCc3ccccc3)N3CCOCC3)cc2c1 (stereo unspecified)	3	i	2%	13%	11%	7.9µM*	-2%	30%	1%
CC1CN(C(=O)COC(=O)c2ccc(O)cc2)CC(C)O1 (stereo unspecified)	-3	-5%	-1%	6%	-17%	17%	2%	3%	-10%
O=C(COc1ccc(Cl)cc1)N1CCCCC1	9	i	1%	3%	17%	4%[59 µM]	9%	50%[activator]	-34%
CCNC(=O)COc1ccc(OCc2ccccc2)cc1	1	1%	-1%	3%	0%	7%	0%	32%	-1%
Cc1cccc(OC(C)C(=O)N2CCc3ccccc3C2)c1 (stereo unspecified)	0	-8%	3%	3%	2%	/	-1%	31%	0%
COc1ccccc1CNC(=O)c1ccc2c(c1)N(Cc1ccc(C)cc1)CCS2	2	-5%	-6%	-21%	2%	-19%[59 µM]	-10%	39%	-23%
O=C(c1ccc(Br)cc1)N(Cc1ccco1)c1ccccn1	6	-3%	0%	?	2%	-9%[59 µM]	1%	20%	-25%
Cc1cccc(-n2c(-c3ccncc3)n[nH]c2=S)c1C	-2	-8%	-3%	-13%	-12%	/	-2%	11%	13µM*
O=C(Oc1coc(CSc2ncccn2)cc1=O)c1cccs1	-8	-7%	-2%	-23%	-5%	?	-3%	46%[activator]	-5%
COc1ccc(S(=O)(=O)NCCc2sc(-c3cccnc3)nc2C)c(F)c1	0	-10%	0%	0%	-1%	0%[59 µM]	-13%	26%[57 µM]	-1%
CC(C)/C=C/C(=O)N1CCCC(N2CCN(c3ccccc3F)CC2)C1 (stereo unspecified)	-4	-4%	0%	6%	2%	10%	-2%	44%[activator]	-10%
CCCCOC(=O)c1ccc(Nc2nc3ccc(C(=O)c4ccccc4)cc3n3cnnc23)cc1	2	i	-6%	-3%	2%	-4%[59 µM]	-10%	43%[activator]	-10%
O=C(Nc1cccc(F)c1)c1cc(S(=O)(=O)N2CCOCC2)cs1	-3	-2%	0%	-6%	10%	1%[0.501 µM]	0%	-13%	-7%
O=C(C[n+]1ccccc1)N/N=C/c1c(F)cccc1Cl	-2	0%	0%	56µM*	4%	-4%	11%	28%	-11%
CN(C)c1ccc(C(CNC(=O)c2ccccc2Cl)N2CCc3ccccc32)cc1 (stereo unspecified)	-3	i	-14%	13µM*	8%	14µM*	2%	?	18µM*
CCn1cc(C(=O)NCC2CCCO2)c(=O)c2cc(F)c(N3CCN(C)CC3)cc21 (stereo unspecified)	-17	-1%	-4%	-1%	-1%	-5%	3%	28%	-15%
COc1ccc(Nc2nc3ccccc3n3cnnc23)cc1	?	-6%	4%	0%	-2%	-4%[59 µM]	0%	20%	-13%
O=[N+]([O-])c1cccc(C=Nc2cccc3ccccc23)c1O	-2	-4%	9%	?	-2%	/	19%	3%	?
Fc1ccccc1Cc1noc(CN2CCCC(CN3CCOCC3)C2)n1 (stereo unspecified)	2	1%	3%	4%	2%	-47%	-8%	46%[activator]	-10%
CC(C)c1c(C(=O)N/N=C/c2ccco2)nnn1-c1nonc1N	-2	-4%	46%[activator]	-12%	-3%	53%[activator]	10%	60%[activator]	22%
COc1cccc(C(=O)O[C@H]2[C@H](C)NS(=O)(=O)[C@H]3C[C@@H]4C=C[C@]23O4)c1	-2	-2%	-2%	-5%	-3%	1%[0.501 µM]	3%	37%[activator]	-14%
COC(=O)c1ccc(NC(=O)COC(=O)c2nc3nccc(C)n3n2)cc1	2	2%	6%	/	5%	-39%	0%	2%	-2%
CC(=O)c1cccc(N(CC(=O)NC2CCCCC2)C(=O)c2csnn2)c1	2	i	-1%	3%	-4%	32%	0%	-4%	-12%
CN(Cc1ccc(Cl)cc1)C(=O)c1ccc(S(=O)(=O)NCc2ccco2)cc1	-8	i	6%	?	6%	20%[12.7 µM]	0%	26%	-16%

This is a random part of the collection; about 11% have a hit in one of these screens.
